TDP1 inh – TDP1 (human) enzyme inhibition; Q9NUW8; recombinant TDP1, AlphaScreen DNA substrate cleavage; Potency, µM (series often up to 130 µM), inactives show at the highest dose activity change, negative = inhibition, hits mostly inhibitors; 350,000 compounds, 0.28% hits; AID 485290; also: nearly all actives have a fitted effect of over 40% in size
Target sequence (Q9NUW8 whole entry, looked up): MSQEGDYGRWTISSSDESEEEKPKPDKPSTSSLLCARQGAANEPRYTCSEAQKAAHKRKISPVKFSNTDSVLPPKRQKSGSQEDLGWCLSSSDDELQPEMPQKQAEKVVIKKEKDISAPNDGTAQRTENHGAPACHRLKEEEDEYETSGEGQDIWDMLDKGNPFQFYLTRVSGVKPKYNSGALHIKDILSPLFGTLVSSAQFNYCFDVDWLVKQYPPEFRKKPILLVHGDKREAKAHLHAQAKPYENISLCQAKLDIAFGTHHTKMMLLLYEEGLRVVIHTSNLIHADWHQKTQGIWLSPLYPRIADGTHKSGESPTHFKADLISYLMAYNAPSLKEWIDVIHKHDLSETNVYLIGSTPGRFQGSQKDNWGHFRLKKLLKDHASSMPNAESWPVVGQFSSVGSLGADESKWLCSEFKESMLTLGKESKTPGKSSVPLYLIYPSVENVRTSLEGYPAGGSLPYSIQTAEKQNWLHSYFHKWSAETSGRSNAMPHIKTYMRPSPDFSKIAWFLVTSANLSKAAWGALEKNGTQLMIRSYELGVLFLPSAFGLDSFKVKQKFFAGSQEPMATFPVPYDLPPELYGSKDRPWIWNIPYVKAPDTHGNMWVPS
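Here, a 5' biotin and 3' phosphotyrosine-FITC DNA oligonucleotide reports Tdp1 activity: intact substrate bridges AlphaScreen beads, while cleavage leaves a 3' phosphate and drops signal. All incubations at room temperature.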
TDP1 cell noCPT – qHTS for Inhibitors of human tyrosyl-DNA phosphodiesterase 1 (TDP1): qHTS in cells in absence of CPT. Potency, µM (series often up to 46.2 µM), inactives show at the top dose activity change, negative = growth inhibition, hits mostly inhibitors. 420,000 compounds, 15% hits. DT40 Tdp1-/- hTDP1 cells, no CPT, ATP luminescence, 48 h; also: nearly all actives have a fitted effect of over 55% in size
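Chicken DT40 Tdp1-/- cells complemented with human TDP1, screened without camptothecin (DMSO vehicle only), 400 cells/well. Compounds pin-transferred, cells incubated at 37 °C for at least 48 hr. Growth read as ATP-dependent luminescence (CellTiter-Glo, 30 min at RT).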
GCN5L2 inh – inhibitors of human GCN5L2 histone acetyltransferase; Potency, µM (highest dose often 58.9 µM), for the others: top-dose activity change, negative = inhibition, actives largely listed as inhibitors; 390,000 compounds, 0.21% hits; Q92830; GCN5L2 HAT assay, ThioGlo1 CoA-SH fluorescence
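qHTS, 1536-well. 20nM enzyme, pH 7.5 HEPES/EDTA/Tween-20 buffer; 15 min compound preinc., RT. Start: 75uM H3(1-25), 70uM AcCoA, 50uM ThioGlo1. Read Ex340/Em540 at t=0 (autofluorescence flag) and t=20 min.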
* hit, by the source's call; ? = inconclusive; . = not tested or not shown; [ ] = dose if it differs, or a comment. Calls follow the shape of the dose curve; as a rule, active = well fitted curve in the direction sought with a large enough effect; inconclusive = small, poorly fitted or top-dose-only effect, or another doubt; inactive = no such curve, though single readings can be large; an effect the other way counts as inactive or inconclusive. % is scaled to controls: 0 for no effect and ±100 for the full control effect; potency is read from the fitted curve at half-maximal effect. Not all compounds are listed; the hit share may differ from the screen's.

SMILES | TDP1 inh | TDP1 cell noCPT | GCN5L2 inh
O=C(/C=C/c1ccc(OC(F)F)cc1)OCC(=O)N1CCc2ccccc21 | -6% | -2% | -8%
CC1CCN(CCCn2c(=S)[nH]c3ccc(N4CCOCC4)cc3c2=O)CC1 | 2% | -15% | ?
Cc1cccn2c(=O)c3cc(C(=O)NCC4CCCO4)c(=N)n(C4CCCC4)c3nc12 (centres undefined) | -2% | ? | -5%
Cc1[nH][nH]c(=O)c1N=Nc1ccccc1Cl | 2% | -4% | ?
CSc1nc(N)nc(C2CC2)n1 | 6% | 2% | 0%
CC(=O)Nc1ccc2c(c1)CCCN2C(=O)c1ccccc1 | 7% | -22% | -2%
CCOc1ccc(CCNC(=O)Cn2ncn3c(cc4ccccc43)c2=O)cc1OCC | 1% | -26% | -1%
O=C(CCc1ccccc1)NNC(=O)c1ccccn1 | 10% | ? | -2%
CCc1ccccc1NC(=O)Nc1cc(F)ccc1F | -4% | -3% | 7%
Cc1ccc(N2CC(C(=O)Nc3ccccc3C(=O)NC3CCCCC3)CC2=O)cc1 (centres undefined) | 2% | -7% | 0%
CC(=O)NC(CC(=O)NCCCn1ccc2ccccc21)c1ccccc1 (centres undefined) | 0%[0.0935 µM] | -19% | 4%
COc1ccc(S(=O)(=O)c2c(Nc3c(C)cccc3C)sc(C(=O)c3ccc(F)cc3)c2N)cc1 | 8% | 5.2µM* | -22%
CCOC(=O)C1CCCN(C(=O)c2cc(CN3C(=O)c4ccccc4C3=O)ccc2OC)C1 (centres undefined) | 6% | ? | 0%
COc1ccc(CC(=O)N/N=C(\C)c2ccccn2)cc1 | 8% | 7.3µM* | -2%
N/C(=N\OC(=O)COc1ccc(Cl)cc1Cl)c1ccccn1 | 6% | -11% | -12%
Cc1noc(C)c1COc1cccc(C(=O)N(C)Cc2nc3ccccc3c(=O)[nH]2)c1 | 0% | -14% | 1%
O=C(NCc1ccccc1)c1ccc(NC2=NC3CS(=O)(=O)CC3S2)cc1 (centres undefined) | 8% | -16% | -3%
O=c1c2ccccc2nc(SCc2nnc(-c3ccccc3)o2)n1-c1ccc(F)cc1F | 5% | ? | -11%
Cc1ccc(C)c(C(=O)CN2C3=NCCCN3c3ccccc32)c1 | 4% | ? | -5%
CC1(C)CC(=O)c2cc(OCC(=O)NCC3CCCO3)ccc2O1 (centres undefined) | -2% | -13% | -16%
Cc1cccc(C)c1Nc1c(-c2ccc(O)cc2)nc2sccn12 | 8% | 7.3µM* | -2%
O=C(CN1C(=O)C(=O)N(Cc2ccco2)C1=O)c1c[nH]c2ccccc12 | 6% | 16% | -4%
CN1c2ccccc2C(O)=C(C(=S)Nc2ccc(F)c(Cl)c2)S1(=O)=O | -3% | 18µM* | -7%
COc1ccc(CNc2nc(-c3ccc(N(C)C)cc3)nc3ccccc23)c(OC)c1 | . | 4.1µM* | -28%
Cc1nn(C)c2c1c(C(F)(F)F)cc(=O)n2C(C)C(=O)NCCc1ccc(Cl)cc1 (centres undefined) | 10% | ? | -10%

An excerpt from above in order of number of heavy atoms, descending.
SMILES | TDP1 inh | TDP1 cell noCPT | GCN5L2 inh
CC1(C)CC(=O)c2cc(OCC(=O)NCC3CCCO3)ccc2O1 (centres undefined) | -2% | -13% | -16%
CCc1ccccc1NC(=O)Nc1cc(F)ccc1F | -4% | -3% | 7%
CSc1nc(N)nc(C2CC2)n1 | 6% | 2% | 0%

More results
SMILES | TDP1 inh | TDP1 cell noCPT | GCN5L2 inh
COc1cccc(NC(=O)CSc2nnc3c(n2)[nH]c2ccc(C)cc23)c1 | . | -14% | -1%
COc1ccc(C)cc1S(=O)(=O)Nc1cc(Cl)ccc1Cl | 0% | -20% | -8%
COc1cccc(CN2CCN(Cc3cccc(Oc4ccccc4)c3)CC2)c1OC | . | -26% | -7%
Cc1ccccc1OCc1nnc(SCC(=O)O)n1-c1ccccc1 | . | -4% | -2%
Cc1nnc(SCC(=O)N2c3ccccc3Sc3ccccc32)n1N | 2% | 1% | -1%
CCN(CC)C(=O)CSc1nnc(-c2c[nH]c3ccccc23)o1 | . | ? | 0%
Cc1ccccc1NC(=O)CCC(=O)OCC(=O)c1ccc(-c2ccccc2)cc1 | 7% | -13% | -3%
COc1ccc2c(C(=O)NCCCCO)c(-c3ccc(S(C)(=O)=O)cc3)sc2c1 | 0% | -5% | ?
Cc1ccc(NC(=S)N2CCN(C3CCCCC3)CC2)cc1 | -6% | -13% | -5%
COc1ccc(NC(=O)C2C3C=CC4(O3)C2C(=O)N(CCN2CCCCC2C)C4C(=O)NC2CCCCC2)cc1 (centres undefined) | 7%[0.0935 µM] | 19% | 0%
CCN(CC)C(=O)CSC1=C(C#N)C(c2ccco2)C(C(=O)OCCOC)=C(C)N1 (centres undefined) | -1% | ? | -7%
Cc1ccc(C(=O)Nc2ccc3c(c2)OCCO3)c(C)c1 | . | ? | -6%
Cc1ccc(Cl)cc1N(CC(=O)N1CCOCC1)S(C)(=O)=O | . | -3% | -7%
CC(NC(=O)Cc1ccsc1)c1ccc(Cl)cc1Cl (centres undefined) | . | -16% | -4%
Cc1ccc(NS(=O)(=O)c2ccc(N/N=C/c3ccccc3OCC(=O)O)c([N+](=O)[O-])c2)c(C)c1 | . | -5% | -16%
CCCCN(CC)C(=O)CCCn1c(=O)c2cccn2c2ccccc21 | 12% | 21µM* | -8%
COCCCNc1ncnc2onc(-c3ccc(F)cc3)c12 | 1% | ? | -4%
Cc1ccc(C)n1CCN1CCN(CC(=O)Nc2cc(C(F)(F)F)ccc2Cl)CC1 | 6% | . | 5%
COc1ccccc1CN1CC(C(=O)N2CCN(c3ccc(F)cc3)CC2)CC1=O (centres undefined) | -8% | ? | 0%
Cc1cc(NC(=O)c2ccccc2F)nc2c1c(=O)oc1ccccc12 | -3% | ? | 0%
CN(C)c1ccc(CNC(=O)C2CCN(c3nc4ccccc4[nH]3)CC2)cc1 | 3% | ? | -3%
COC(=O)C(CO)NC(=O)C1CCCN1C(=O)CNC(=O)OCc1ccccc1 (centres undefined) | . | -1% | -5%
CCOC(=O)c1sc(=NC(=O)C2CC2)n(C)c1C | 2% | -14% | -7%
Cc1cc(=O)oc(C)c1C(=O)N1CCCCC1 | 5% | -14% | -10%
CCCC(=O)N1CCN(c2ccc([N+](=O)[O-])c(NC(C)c3ccccc3)c2)CC1 (centres undefined) | 8% | 3% | -7%

Complete entries, quoted from the list. Values in the order: TDP1 inh, TDP1 cell noCPT, GCN5L2 inh
Record of `Cc1ccc(C(=O)Nc2ccc3c(c2)OCCO3)c(C)c1` → ., ?, -6%
Record of `COc1ccc2c(C(=O)NCCCCO)c(-c3ccc(S(C)(=O)=O)cc3)sc2c1` → 0%, -5%, ?
Record of `CCCC(=O)N1CCN(c2ccc([N+](=O)[O-])c(NC(C)c3ccccc3)c2)CC1` (centres undefined) → 8%, 3%, -7%
Record of `COc1cccc(CN2CCN(Cc3cccc(Oc4ccccc4)c3)CC2)c1OC` → ., -26%, -7%
Record of `COc1ccccc1CN1CC(C(=O)N2CCN(c3ccc(F)cc3)CC2)CC1=O` (centres undefined) → -8%, ?, 0%

Next entries
SMILES | TDP1 inh | TDP1 cell noCPT | GCN5L2 inh
CCOc1ccccc1NC(=O)CSc1nc(=O)n(CCN2CCOCC2)c2c1CCCC2 | 3% | -21% | -11%
Cc1cc(C)c(NC(=O)Cn2c(=O)n(Cc3ccccc3)c(=O)c3c(C)c(C(=O)N(C)C)sc32)c(C)c1 | 6% | ? | -5%
O=C(COC(=O)C12CC3CC(CC(Br)(C3)C1)C2)Nc1cccnc1Cl | -7% | 1% | -4%
COc1ccc(Cl)cc1NS(=O)(=O)c1cccc(C(=O)NCCCN2CCCC2=O)c1 | 5% | -12% | 0%
CCOC(=O)c1sc(NC(=O)CSc2nccn2C)nc1C | 3% | -19% | -10%
O=C(N=C1SC2CS(=O)(=O)CC2N1Cc1ccccc1Cl)C1CC1 (centres undefined) | 2% | -16% | 4%
Cc1oc(-c2cccc(Cl)c2)nc1CN1CCCC(C(=O)NCc2ccc(Cl)cc2)C1 (centres undefined) | -1% | 7.3µM* | -9%
C=CCC1CCCC(=O)N2CC[C@H](O)C12 (some centres undefined) | 7%[234 µM] | -17% | 17%[135 µM]
Cn1nnnc1SCC(=O)NC1CCCC1 | . | -14% | 0%
OCCN1CN=C(Nc2nc3ccccc3o2)NC1 | -2% | 3% | 0%
CC(Sc1nnc(-c2ccco2)n1C)C(=O)NC1CCCC1 (centres undefined) | -3%[56.1 µM] | 5% | -1%
ClC(Cl)(Cl)c1nc(N/N=C/c2ccncc2)c2ccccc2n1 | 7% | ? | -8%
CN(C)c1cccc(NC(=O)c2ccco2)c1 | 0% | -8% | -3%
COC(=O)Cc1c(C(=O)OC)nnn1-c1ccc(OC)cc1 | 1% | -9% | -4%
CCOc1ccc(N2C(=O)c3cccnc3C2Nc2ccc(OC)cc2)cc1 (centres undefined) | 9% | -8% | -6%
Cc1cc(Cl)ccc1OCC(=O)Nc1nc(-c2cccs2)cs1 | 0% | -19% | -5%
CCN(CC)c1ccc2nc3c4ccccc4c(=O)cc-3oc2c1 | . | -14% | 1%
Cc1nonc1NC(=O)Nc1cccnc1 | 1% | ? | -7%
NC(=S)NNC(=O)Nc1cccc(Cl)c1 | -3% | 0% | -2%
CC(C)c1ccc(NS(=O)(=O)c2ccc3[nH]c(=O)ccc3c2)cc1 | 3% | ? | -8%
O=C(CN(CCc1ccccc1)C(=O)c1csnn1)NC1CCCC1 | -1% | -2% | -5%
Cc1nn(-c2cccc(Cl)c2)c2c1C(c1cccnc1)C(C#N)=C(N)O2 (centres undefined) | 12% | ? | -5%
CC(C)c1ccc(NC(=O)CCCc2nc(-c3ccc(Cl)cc3)no2)cc1 | 1% | -22% | -6%
O=c1[nH][nH]c(-c2ccccc2)c1C=Nc1ccc(OC(F)(F)F)cc1 | 4% | 0% | -7%
Cc1ccccc1CS(=O)(=O)c1nnc([C@H](CC(C)C)NC(=O)OC(C)(C)C)o1 | 1% | 2.8µM* | -4%

Brought forward from above: two entries, then new ones.
SMILES | TDP1 inh | TDP1 cell noCPT | GCN5L2 inh
O=c1[nH][nH]c(-c2ccccc2)c1C=Nc1ccc(OC(F)(F)F)cc1 | 4% | 0% | -7%
Cc1ccccc1CS(=O)(=O)c1nnc([C@H](CC(C)C)NC(=O)OC(C)(C)C)o1 | 1% | 2.8µM* | -4%
CCOC(=O)c1c(NC(=O)c2cc3nc(-c4ccc(Br)cc4)cc(C(F)(F)F)n3n2)sc(C(C)=O)c1C | -4% | 3% | -4%
CCOC(=O)C1=NOC(CNc2ncc(C(F)(F)F)cc2Cl)C1 (centres undefined) | 0% | -11% | 18%
COc1cccc(N2CCN(C(=O)C3C4C=CC5(CN(Cc6ccccc6Cl)C(=O)C35)O4)CC2)c1 (centres undefined) | 2% | ? | -1%
Cc1cccc(OCCn2c(CCNC(=O)C3CCCCC3)nc3ccccc32)c1 | -1% | ? | .
O=C(NCc1ccc(Cl)cc1)c1cc(-c2ccco2)on1 | 1% | -24% | -7%
Cc1ccc(Nc2nnc(-c3ccncc3)s2)c(Br)c1 | 0% | -2% | -14%
CC(=O)c1cccc(NC(=O)CCC(=O)Oc2ccc(C)cc2)c1 | . | 13% | 2%
O=C(COC(=O)c1cc[n+]([O-])cc1)Nc1ccc([N+](=O)[O-])cc1C(F)(F)F | 0% | -3% | -7%
COc1ccc(Cn2nc(-c3ccccc3)c(N3CCCCC3)cc2=O)cc1 | 6% | 12µM* | -14%
COC(=O)c1ccc(C2c3[nH]c4ccccc4c3C[C@H]3C(=O)N(C4CC4)CC(=O)N23)cc1 (some centres undefined) | . | 10% | -3%
CC(C)c1nnc(NC(=O)c2nc(SCc3ccc(F)cc3)ncc2Cl)s1 | -2% | -3% | -11%
O=C(CSC(=S)N1CCCC1)NCC(=O)Nc1ccc(F)c(F)c1 | 0% | 5% | 2%
O=C(Nc1ccc(Cl)cc1)N(C1=NCCC1)c1ccc(OC(F)F)cc1 | -5% | ? | -9%

Grouped by structure: the compounds so far containing a thiophene ring, fused or not
SMILES | TDP1 inh | TDP1 cell noCPT | GCN5L2 inh
COc1ccc(S(=O)(=O)c2c(Nc3c(C)cccc3C)sc(C(=O)c3ccc(F)cc3)c2N)cc1 | 8% | 5.2µM* | -22%
COc1ccc2c(C(=O)NCCCCO)c(-c3ccc(S(C)(=O)=O)cc3)sc2c1 | 0% | -5% | ?
CC(NC(=O)Cc1ccsc1)c1ccc(Cl)cc1Cl (centres undefined) | . | -16% | -4%
Cc1cc(C)c(NC(=O)Cn2c(=O)n(Cc3ccccc3)c(=O)c3c(C)c(C(=O)N(C)C)sc32)c(C)c1 | 6% | ? | -5%
Cc1cc(Cl)ccc1OCC(=O)Nc1nc(-c2cccs2)cs1 | 0% | -19% | -5%
CCOC(=O)c1c(NC(=O)c2cc3nc(-c4ccc(Br)cc4)cc(C(F)(F)F)n3n2)sc(C(C)=O)c1C | -4% | 3% | -4%

Bioassay records as filed in PubChem.
